GAA850 FXN act: increases GAA850 frataxin promoter reporter activity; HEK293 lucGAA850 FXN promoter luciferase reporter, 24 h; percent of 10 µM SAHA response; activation, % at 6 µM; actives 0.56% (n = 360,000); AID 540364;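 active = activation above the average of all compounds screened plus 3 SD, cutoff fixed separately per campaign, cut at about 7.5% in these data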;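 also: 0% = DMSO wells and 100% = 10 µM SAHA wells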
PLC-gamma1 inh: PLC-gamma1 (human) inhibition, primary screen. purified PLC-gamma1, fluorogenic substrate, fluorescence. inhibition, % at 12.2 µM. actives 0.84% (n = 370,000); in the data active = inhibition above about 9.5%
hgDAF-12 ag: agonists of H. glycines DAF-12 nuclear receptor; HEK293 GAL4-hgDAF12 UAS-luciferase reporter, agonist luminescence; normalized to butyrate control; activation, % at 6.8 µM; actives 1.8% (n = 370,000); AID 687014;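 active = activation above a cutoff set at the mean of all screened compounds plus 3 SD, cut at about 10% in these data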;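 also: 0% = DMSO wells and 100% = sodium butyrate wells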
ADAM17 inh: inhibits human ADAM17 | P78536 | recombinant ADAM17, EDANS/DABCYL FRET peptide cleavage | inhibition, % at 6.95 µM | actives 0.83% (n = 370,000) | AID 720648;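 active = inhibition above the mean of compounds lying between control limits plus 3 SD, set per campaign, cut at about 8.5% in these data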;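 also: 0% = DMSO-only wells as the low control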
DAX1 inh-1: NR0B1 (DAX1) inhibition; P51843; HEK293 Gal4-DAX1 luciferase reporter, luminescence; inhibition, % at 6.75 µM; actives 0.99% (n = 340,000); AID 504766;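 active = inhibition above the mean over all tested compounds plus 3 SD, cut at about 4.2% in these data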;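 also: 0% = DAX1-transfected cells with DMSO and 100% = empty-vector control cells with DMSO; inhibition shows as a rise in luminescence from relieved DAX1 repression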
DAX1 inh-2: inhibitors of DAX1 repression of SF-1 activated StAR promoter; actives 1.1% (n = 370,000); inhibition, % at 6.8 µM; AID 652010; HEK293T StAR-luciferase reporter, SF-1/DAX-1 repression relief;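 active = inhibition above the mean over all tested compounds plus 3 SD, cut at about 3.6% in these data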;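 also: 0% = DAX-1 cells with DMSO and 100% = cells lacking DAX-1 with DMSO; higher inhibition means more luminescence from relief of DAX-1 repression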
PLCb3 inh: PLC-beta3 (human) inhibition, primary screen; Q01970; Purified PLC-beta3, fluorogenic substrate, fluorescence; inhibition, % at 12.2 µM; actives 0.18% (n = 370,000); in the data active = inhibition above about 11%;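 also: 0% = median of compound wells on plate and 100% = full blocker control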
ADAM10 inh: inhibitors of human ADAM10. recombinant ADAM10, EDANS/DABCYL FRET peptide cleavage, 3 h. inhibition, % at 7 µM. actives 0.62% (n = 370,000);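 active = inhibition above a per-campaign cutoff equal to the mean of compounds falling between control-based bounds plus 3 SD, cut at about 20% in these data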;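 also: 0% = DMSO wells while the 100% control is not disclosed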
Target sequence (O14672 214-748 limits assumed): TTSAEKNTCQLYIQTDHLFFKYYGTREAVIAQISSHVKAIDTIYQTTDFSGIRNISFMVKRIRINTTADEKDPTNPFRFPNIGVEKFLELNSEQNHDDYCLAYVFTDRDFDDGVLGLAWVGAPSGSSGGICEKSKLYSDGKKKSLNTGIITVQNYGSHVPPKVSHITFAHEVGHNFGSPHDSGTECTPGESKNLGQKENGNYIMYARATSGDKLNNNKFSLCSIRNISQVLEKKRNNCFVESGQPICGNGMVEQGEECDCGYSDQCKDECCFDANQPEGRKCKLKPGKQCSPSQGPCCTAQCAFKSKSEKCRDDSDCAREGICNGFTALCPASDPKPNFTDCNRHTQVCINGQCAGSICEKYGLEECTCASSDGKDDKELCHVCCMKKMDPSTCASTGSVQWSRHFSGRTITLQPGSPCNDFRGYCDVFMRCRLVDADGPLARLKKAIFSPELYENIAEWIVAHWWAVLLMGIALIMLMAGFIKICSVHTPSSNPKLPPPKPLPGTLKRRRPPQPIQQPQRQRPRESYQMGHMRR
sPLA2-III inh: Blocks human group III sPLA2 activity. AID 743126. inhibition, % at 12.2 µM. Q9NZ20. actives 0.56% (n = 370,000). QFRET BODIPY PC-A2 liposome hydrolysis, fluorescence;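 active = inhibition above mean plus 3 SD of compounds lying within the high and low control bounds, cut at about 19% in these data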;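 also: 0% = median of test compound wells and 100% = no enzyme DMSO wells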
Target sequence (Q9NZ20 whole entry, looked up): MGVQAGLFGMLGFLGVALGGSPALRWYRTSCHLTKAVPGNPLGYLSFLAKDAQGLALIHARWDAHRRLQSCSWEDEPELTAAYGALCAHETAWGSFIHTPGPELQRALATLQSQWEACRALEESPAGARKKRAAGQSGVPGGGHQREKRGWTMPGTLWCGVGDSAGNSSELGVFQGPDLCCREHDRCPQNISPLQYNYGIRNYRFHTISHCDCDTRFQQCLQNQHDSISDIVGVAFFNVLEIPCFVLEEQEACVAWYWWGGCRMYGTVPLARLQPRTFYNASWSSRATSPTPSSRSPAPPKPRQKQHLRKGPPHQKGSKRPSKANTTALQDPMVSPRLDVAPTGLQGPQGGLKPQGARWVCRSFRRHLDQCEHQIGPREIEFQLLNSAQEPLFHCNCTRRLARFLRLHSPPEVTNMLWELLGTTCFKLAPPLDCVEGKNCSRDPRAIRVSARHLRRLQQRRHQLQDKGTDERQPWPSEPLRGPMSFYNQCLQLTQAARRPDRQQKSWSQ
ssDAF-12 act: activates DAF-12 receptor from parasite S. stercoralis; HEK293 ssDAF-12/GRIP1 lit1-tk-luc reporter, luminescence; % of 3 µM dafachronic acid response; activation, % at 6.8 µM; actives 1% (n = 370,000);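 active = activation above the mean over all tested compounds plus 3 SD, cut at about 0.9% in these data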;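 also: 0% = DMSO-only wells and 100% = 3 µM delta7-dafachronic acid wells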
hcDAF12 agonist: H. contortus DAF-12 activation, primary screen; HEK293 hcDAF-12 lit1-tk-luc reporter, luminescence; 0% DMSO, 100% Δ7-dafachronic acid; activation, % at 6.8 µM; actives 1.4% (n = 370,000); AID 652067;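 active = activation above the mean of all tested compounds plus 3 SD, cut at about 5.5% in these data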;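 also: 100% = response to 3 µM Δ7-dafachronic acid high control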
Starred values were filed as active, the others as inactive; i = inactive; / = no result given. Hits appear at their usual frequency; 6.9% or so of the library scored in one or more.

SMILES | GAA850 FXN act | PLC-gamma1 inh | hgDAF-12 ag | ADAM17 inh | DAX1 inh-1 | DAX1 inh-2 | PLCb3 inh | ADAM10 inh | sPLA2-III inh | ssDAF-12 act | hcDAF12 agonist
CC(C)(CN=C1NS(=O)(=O)c2ccccc21)CNC(=O)c1ccccc1 | -0.8 | -2 | -1.4 | -1 | -0.4 | -1.5 | -3 | -5 | 2 | -0.9 | -2.0
COc1ccc(-c2cn(Cc3cccc(OC)c3)nn2)cc1 | 2.2 | -2 | 1.7 | -4 | 1.3 | -0.5 | -2 | -2 | 0 | -1.4 | 1.6
CN(C(=O)c1cccc(Br)c1)C1CCS(=O)(=O)C1 (centres undefined) | -0.4 | 3 | -0.2 | -2 | -0.7 | 0.9 | -7 | -1 | 16 | -1.1 | -0.6
COc1ccc(COC(=O)c2ccc(Cl)c(S(=O)(=O)N3CC(C)OC(C)C3)c2)cc1 (centres undefined) | 0.1 | -3 | 1.1 | 6 | -2.4 | -2.4 | -5 | 4 | -1 | -1.4 | -1.0
Cc1ccc(C(=O)Nc2sc(C)c(C)c2C(=O)c2ccccc2)cc1 | 2.2 | 3 | 0.7 | -2 | 1.5 | -0.5 | 5 | 3 | 23* | -0.8 | 2.2
Nc1ccc2c3c(cccc13)CC2 | 2.0 | i | 3.2 | -8 | 0.9 | -1.4 | i | -42 | -46 | -0.5 | 2.3
Cc1ccccc1C(=O)N1c2ccccc2OCC1C(C)(C)C (centres undefined) | 0.0 | 2 | -0.6 | 2 | 0.3 | -0.2 | -4 | -2 | -4 | -1.3 | -1.2
CCn1c(SCc2nc3ccccc3[nH]2)nnc1-c1cnccn1 | 4.2 | -3 | 3.1 | -1 | 1.2 | 0.2 | -12 | -8 | 12 | -0.8 | 0.8
CC1(C)C(=O)OC(c2cccn2-c2ccc([N+](=O)[O-])cc2)C(C)(C)C1=O (centres undefined) | -0.5 | -1 | 0.8 | -4 | 0.7 | -0.3 | 2 | 2 | 10 | 0.0 | 0.2
Cc1cccc2nc(COc3ccc4ccccc4c3Br)cn12 | 12* | 1 | 10 | 2 | 6.5* | 4.8* | -14 | 7 | -13 | 0.3 | 6.0*
O=C(/C=C/c1ccccc1)NCc1ccco1 | 0.3 | 0 | 4.3 | -2 | 3.4 | 1.1 | 4 | -1 | -3 | -0.7 | -0.4
CC(=O)c1ccc(-n2c(=O)[nH]c(=O)c3c(N)c(C(=O)c4ccc(Cl)cc4)sc32)cc1 | 2.6 | -1 | 0.2 | 2 | -0.7 | 0.0 | -8 | 5 | -4 | -0.8 | 0.5
CC(C)C[C@H](NC(=O)N1CCn2c1nc1ccccc12)C(=O)NCCc1ccccc1 | -0.8 | 2 | -2.6 | 6 | -0.8 | 0.1 | -3 | 9 | -8 | -0.9 | -2.4
Cc1ccc(CNC(=O)c2ccc3c(=O)n(CC4CCCO4)c(=S)[nH]c3c2)cc1 (centres undefined) | -0.4 | -3 | -2.5 | -3 | 1.3 | -0.3 | 2 | -1 | 4 | -0.6 | -0.6
O=c1cc(CCl)nc2sc3ccccc3n12 | 0.3 | -3 | 2.8 | -5 | 0.3 | -0.6 | -13 | -15 | 4 | -0.6 | 0.6
CC(C)(C)c1ccc(OCCCn2ccnc2)cc1 | 1.6 | 4 | -1.2 | 2 | -2.0 | -1.1 | 0 | 3 | -21 | -0.4 | -2.0
CCOc1ccc(NS(=O)(=O)c2ccc(NC(C)=O)c(OC)c2)cc1 | -4.7 | 0 | -2.9 | -4 | -0.3 | -0.9 | 2 | -5 | 0 | -0.8 | -1.4
O=C(CCc1ccncc1)NC1CCCc2c1cnn2-c1ccc(F)cc1F (centres undefined) | 0.0 | -2 | -5.6 | -3 | -1.1 | -1.1 | -5 | -10 | 4 | -2.2 | -3.9
COc1cccc(/C(O)=C2/C(=O)C(=O)N(CCN(C)C)C2c2ccc(Br)cc2)c1 (centres undefined) | -1.7 | 4 | 2.3 | -1 | -0.9 | 0.1 | 0 | 1 | 5 | -0.6 | -1.8
COc1ccc(OC)c(S(=O)(=O)Nc2ccccc2SC)c1 | -2.1 | 0 | -0.9 | -2 | 0.4 | -0.4 | 0 | -4 | 7 | -1.5 | -0.9
O=S(=O)(NCC(O)COCc1ccco1)c1cccs1 (centres undefined) | 1.2 | -2 | 0.7 | -1 | 0.9 | 0.2 | 2 | -1 | 3 | -1.2 | -0.1
Cc1cc(=O)[nH]c(SCC(=O)N2CCN(C(c3ccccc3)c3ccccc3)CC2)n1 | -0.8 | 1 | -0.7 | -1 | -1.2 | -0.3 | 2 | 3 | -6 | -1.0 | -1.2
Cc1cc(NC(=O)CCC(=O)N(Cc2ccco2)C(C)(C)C(=O)NC2CCCCC2)no1 | -0.2 | 0 | -1.6 | -2 | 0.5 | -1.1 | 4 | 0 | -4 | -1.1 | -1.4
O=C(COc1ccc(Cl)cc1)Nc1cnn(Cc2c(Cl)cccc2Cl)c1 | 2.7 | -2 | 0.5 | -4 | -0.6 | 0.4 | 0 | -8 | -6 | -1.1 | -2.0
COc1ccc(C(=O)Nc2ccccc2N2CCN(C(=O)C(C)C)CC2)cc1Cl | -2.8 | 5 | -2.8 | 1 | -0.1 | -0.7 | 2 | 3 | 1 | -1.0 | -1.9
CC(C)(C)c1ccc(Cn2nnc3c(=O)[nH]c(C4CCN(C(=O)Cc5cccs5)CC4)nc32)cc1 | 8.3* | 0 | -1.7 | 8 | -1.0 | -1.0 | 1 | 18 | -58 | -1.3 | -2.2
CC(=O)O[C@@H]1[C@@]2(C)O[C@H]2CC[C@]23O[C@H]2[C@H](OC3=O)C2=C(C)C(=O)O[C@@]21O | -1.3 | 2 | -1.5 | -2 | 0.9 | -0.5 | 1 | -7 | 2 | -0.6 | -1.9
COc1ccc(CNC(=O)C(C)OC(=O)CN2C(=O)COc3ccccc32)cc1 (centres undefined) | 1.3 | 3 | 0.4 | 1 | 0.5 | 0.3 | 3 | -5 | -1 | -1.4 | -3.1
COc1ccccc1NS(=O)(=O)c1cccc(C(=O)NN=C2CCCC2)c1 | 4.1 | 0 | 1.9 | -3 | 0.6 | 0.2 | -9 | 0 | 1 | -1.7 | -0.4
Cc1ccc(S(=O)(=O)N(C)C)cc1NC(=O)COC(=O)Cc1n[nH]c(=O)c2ccccc12 | -0.2 | -8 | -0.4 | 1 | 0.2 | -0.5 | -20 | -3 | -9 | -1.3 | 2.6

Part of the list above, with tabs:
structure	GAA850 FXN act	PLC-gamma1 inh	hgDAF-12 ag	ADAM17 inh	DAX1 inh-1	DAX1 inh-2	PLCb3 inh	ADAM10 inh	sPLA2-III inh	ssDAF-12 act	hcDAF12 agonist
O=C(CCc1ccncc1)NC1CCCc2c1cnn2-c1ccc(F)cc1F (centres undefined)	0.0	-2	-5.6	-3	-1.1	-1.1	-5	-10	4	-2.2	-3.9
COc1cccc(/C(O)=C2/C(=O)C(=O)N(CCN(C)C)C2c2ccc(Br)cc2)c1 (centres undefined)	-1.7	4	2.3	-1	-0.9	0.1	0	1	5	-0.6	-1.8

Remaining list, next part
SMILES | GAA850 FXN act | PLC-gamma1 inh | hgDAF-12 ag | ADAM17 inh | DAX1 inh-1 | DAX1 inh-2 | PLCb3 inh | ADAM10 inh | sPLA2-III inh | ssDAF-12 act | hcDAF12 agonist
Cc1ccc(CNS(=O)(=O)CCNC(=O)c2ccccc2)cc1 | 0.5 | -3 | 1.6 | -1 | 2.4 | 0.6 | -10 | -2 | 11 | -1.3 | -0.7
CC(NC(=O)C1C(=O)N(CCO)C2(C)CC1c1ccccc1O2)c1ccccc1 (centres undefined) | 0.1 | -2 | 2.9 | -6 | -1.7 | -0.3 | -1 | -6 | -3 | -0.6 | -0.6
O=C(N/N=C/c1ccc(OC(=O)c2ccccc2Cl)cc1)c1cc(O)cc(O)c1 | 2.5 | 1 | 3.2 | 1 | 0.5 | -0.5 | -15 | 6 | -24 | -0.6 | -0.5
COc1ccc(S(=O)(=O)Nc2ccccn2)cc1OC | 0.8 | 4 | -1.7 | -2 | 0.0 | -0.5 | 1 | -6 | -2 | -0.8 | -2.9
COc1ccc(/C=C/C(=O)c2cc(F)ccc2OC(=O)c2ccccc2C)cc1OC | 0.3 | -54 | -9.5 | 2 | -1.9 | -1.2 | -62 | 0 | -13 | -0.3 | 0.6
CCOC(=O)c1cc(CC)sc1NC(=O)CN1CCN(C(=O)c2ccco2)CC1 | 2.0 | -2 | -5.2 | -3 | -0.3 | 0.3 | -15 | -2 | -9 | -1.4 | -1.9
CC(=O)Nc1ccc(S(=O)(=O)N2CCC(NC(=O)c3ccco3)CC2)cc1 | -0.4 | -3 | -2.3 | 0 | 0.8 | -1.1 | 1 | 2 | 6 | -1.2 | -0.1
COc1cccc(N2[C@@H](CC(C)=O)c3cc(C(F)(F)F)ccc3S2(=O)=O)c1 | 1.4 | 0 | -0.7 | 0 | -0.2 | 0.1 | -1 | 1 | -6 | -0.9 | -1.6
Cc1ccc(CN2CCN(/N=C/C(Br)=C\c3ccccc3)CC2)cc1 | 1.3 | 0 | -1.5 | 0 | / | -1.0 | -6 | -1 | -20 | -1.2 | 0.1
Cc1ccc(-c2cccc(OC(=O)c3ccccc3F)c2)cc1 | 0.7 | 0 | -1.4 | -1 | 0.9 | 0.9 | 2 | 0 | -1 | -1.7 | -1.1
CCc1ccc(CNC(=O)CCn2ccc3cc(S(=O)(=O)N4CCCC4)ccc32)cc1 | 0.4 | -2 | -0.3 | 0 | -1.0 | -0.3 | -2 | 3 | -15 | -1.4 | 0.7
S=c1[nH]nc(-c2ccncc2)n1/N=C/C=C/c1ccco1 | -0.1 | 1 | -1.4 | 0 | -1.3 | -0.2 | 0 | 2 | 11 | -1.5 | -0.8
O=C(COc1ccc2ccc(=O)oc2c1)Nc1ccc2c(c1)OCCO2 | 0.1 | -30 | 1.2 | -34 | -0.3 | 0.2 | -30 | -157 | -1 | -1.6 | -0.8
COc1cc(C(=O)OCc2cc(=O)n3ccsc3n2)ccc1OC(C)C | 0.6 | 8 | 0.3 | 8 | 1.1 | -0.5 | 1 | -6 | 9 | 0.1 | -0.8
N/C(=N\c1nc(CSc2ccc(Cl)cc2)cc(=O)[nH]1)Nc1cccc2ccccc12 | 1.5 | 1 | 0.4 | -2 | -0.4 | -0.3 | 2 | -3 | -3 | -0.7 | -0.3
COc1ccc(Cn2c(=S)[nH]c3ccccc32)cc1 | 3.9 | -1 | -0.2 | -2 | -0.1 | -0.4 | -9 | 8 | 5 | -1.3 | 1.2
C#CCNC(=O)C[C@@H]1C[C@@]2(C(=O)OC)CCCCC=C2N(Cc2ccccc2)C1=O | / | 0 | -0.3 | -5 | / | 3.1 | 1 | -7 | 5 | -1.0 | -1.3
CC(C)(C)OC(=O)NCc1ccccc1/C=C/S(=O)(=O)NCc1ccc(F)cc1 | / | 1 | -0.8 | 9 | / | -1.3 | 5 | 10 | -12 | -1.9 | -2.0
O=C(Nc1cccnc1)c1cccc(-c2cc3ccccc3oc2=O)c1 | 2.2 | -2 | 1.9 | -6 | -1.5 | 0.4 | -1 | -9 | 2 | 0.0 | 4.2
COc1ccc(Cl)cc1C(=O)Nc1ccc2nc3n(c(=O)c2c1)CCCC3 | -1.0 | -6 | -4.8 | -5 | -2.2 | -0.9 | -14 | -13 | -5 | -1.7 | -1.5

Screens (PubChem)
